# TMEM16A inh: mouse TMEM16A channel inhibition, primary screen | Q8BHY3 | HEK293 TMEM16A/YFP iodide influx fluorescence, ionomycin | normalized B-score (activity score, 25-100; higher = stronger inhibition) at 10 µM | 310,000 compounds, 1.2% hits;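 active = ratio plate-corrected score three or more library SD toward inhibition, starting fluorescence score within five deviations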;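 also: score derived from kinetic fluorescence span divided by baseline fluorescence per well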
# KCNK9 block: human KCNK9 channel inhibition. Q9NPC2. HEK293 KCNK9, FluxOR thallium flux fluorescence; stronger effect = lower value. B-score at 10 µM. 310,000 compounds, 1.2% hits. AID 488922;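 active = ratio B-score over 3 SD below the library mean, with starting fluorescence within 5 SD of its mean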;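 also: negative B-score means less thallium flux so channel inhibition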
# KCNQ1 inh: blocks the human KCNQ1 potassium channel; P51787; CHO-K1 KCNQ1, FluxOR thallium flux fluorescence; stronger effect = higher value; B-score at 10 µM; 310,000 compounds, 1.3% hits;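 active = compounds whose thallium flux B-score, printed positive for inhibition, exceeds three library SD while starting fluorescence stays within three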;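 also: channel opened by potassium depolarization with thallium stimulus after 20 min compound exposure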
# hERG protect: shields human hERG channel from block by proarrhythmic agents. Q12809. CHO-hERG, FluxOR thallium flux, dofetilide IC70 present. activation (rescue from dofetilide block), less the hit threshold, % at 10 µM. 310,000 compounds, 0.51% hits. AID 1511;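 active = activation above the mean of controls blocked by dofetilide plus 5 SD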;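 also: thallium influx through hERG after potassium depolarization seen as dye fluorescence rise; in these data hits start at about 4.7%; inactives centre near -7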
# Target sequence (Q12809 whole entry, looked up): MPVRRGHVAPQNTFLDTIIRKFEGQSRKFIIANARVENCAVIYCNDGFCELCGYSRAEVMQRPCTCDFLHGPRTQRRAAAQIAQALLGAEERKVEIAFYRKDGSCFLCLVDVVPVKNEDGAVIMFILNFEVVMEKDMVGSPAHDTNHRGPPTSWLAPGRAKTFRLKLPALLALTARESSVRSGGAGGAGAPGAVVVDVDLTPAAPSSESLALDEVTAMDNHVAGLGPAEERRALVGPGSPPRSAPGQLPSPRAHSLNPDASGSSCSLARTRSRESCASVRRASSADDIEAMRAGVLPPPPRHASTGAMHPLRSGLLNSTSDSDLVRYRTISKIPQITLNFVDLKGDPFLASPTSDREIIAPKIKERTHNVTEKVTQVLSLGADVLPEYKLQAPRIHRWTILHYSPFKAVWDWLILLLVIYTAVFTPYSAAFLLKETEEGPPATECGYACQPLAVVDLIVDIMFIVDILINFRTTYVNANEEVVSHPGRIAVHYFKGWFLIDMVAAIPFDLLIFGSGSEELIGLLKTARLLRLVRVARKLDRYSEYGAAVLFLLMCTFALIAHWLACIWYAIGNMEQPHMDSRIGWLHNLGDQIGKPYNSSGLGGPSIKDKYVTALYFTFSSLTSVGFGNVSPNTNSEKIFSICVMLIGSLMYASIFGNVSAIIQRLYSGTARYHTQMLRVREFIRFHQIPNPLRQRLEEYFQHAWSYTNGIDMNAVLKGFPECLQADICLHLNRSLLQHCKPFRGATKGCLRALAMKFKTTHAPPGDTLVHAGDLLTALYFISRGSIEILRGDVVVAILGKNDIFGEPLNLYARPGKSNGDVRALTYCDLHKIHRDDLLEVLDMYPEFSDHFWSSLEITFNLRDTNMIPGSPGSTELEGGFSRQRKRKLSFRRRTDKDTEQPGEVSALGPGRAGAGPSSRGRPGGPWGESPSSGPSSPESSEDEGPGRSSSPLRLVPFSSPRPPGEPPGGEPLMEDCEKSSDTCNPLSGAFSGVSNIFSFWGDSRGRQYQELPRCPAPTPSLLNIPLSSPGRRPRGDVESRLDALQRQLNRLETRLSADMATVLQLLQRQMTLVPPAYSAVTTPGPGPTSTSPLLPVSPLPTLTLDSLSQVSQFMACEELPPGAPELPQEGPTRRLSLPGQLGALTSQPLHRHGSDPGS
# MrgX1 allo act: allosterically activates human MrgX1 receptor signaling; Q96LB2; MrgX1-HEK293, Fluo-4 calcium flux, FDSS; stronger effect = higher value; B-score at 10 µM; 310,000 compounds, 0.63% hits; AID 588675;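 active = plate-corrected calcium response at least 3 library SD above typical, normal starting fluorescence, not activating the receptor alone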;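 also: compound read alongside a low EC10 to EC30 dose of BAM8-22 agonist; peak minus trough fluorescence over baseline measured at the second addition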
# RGS4 act: RGS4 potentiation or activation; HEK293 M3R/inducible RGS4, carbachol calcium flux Fluo4; stronger effect = lower value; B-score at 10 µM; 310,000 compounds, 0.92% hits;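 active = B-score of the integrated calcium signal more than 4 SD below the library mean, with starting fluorescence not abnormally high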;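 also: negative B-score means reduced calcium response which marks RGS4 activation or potentiation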
#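 Material: M3R-expressing HEK293 line, RGS4 induced by doxycycline | Schedule: Overnight RGS4 induction, 30 min dye load 37 °C, 20 min compound RT | Measured by: Fluo4 fluorescence kinetic imaging of calcium | Read-out: Integrated calcium ratio converted to B score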
# MrgX1 ag: agonists of human MrgX1 receptor; MrgX1-HEK293 cells, Fluo-4 calcium fluorescence, agonist mode; stronger effect = higher value; B-score at 10 µM; 310,000 compounds, 0.44% hits;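 active = calcium response B-score plate-corrected fluorescence ratio at least 3 library SD, with starting fluorescence B-score inside 5 SD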
#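 Material – MrgX1-expressing HEK293 cells · Input – 15,000 cells seeded per well · Dosing – compound as first of three additions · Times – overnight seeding, then 1 h dark dye loading · Measured by – kinetic Fluo-4 NW fluorescence of intracellular calcium · Read-out – B-scored fluorescence response ratio · Benchmarks – positive and negative control wells on each plate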
# ANO1 activ: activates or potentiates the mouse TMEM16A chloride channel. Q8BHY3. 340,000 compounds, 0.3% hits. HEK293 TMEM16A/YFP-H148Q/I152L, iodide quench fluorescence; stronger effect = lower value. AID 623877. B-score at 10 µM;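 active = fluorescence-ratio B-score plate-corrected deviation score at least 3 library SD below zero, with starting fluorescence score within 5 deviations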;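 also: channel opened by trigger with iodide after compound preincubation; score built on the fluorescence ratio of max minus min over baseline; more negative score means more quench and so TMEM16A activation or potentiation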
# RGS4 inh: human RGS4 inhibition; B-score at 10 µM; P49798; HEK293 M3R/RGS4 inducible, Fluo-4 calcium flux; stronger effect = higher value; triggered by carbachol at its EC20; 310,000 compounds, 0.45% hits;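 active = B-score, a plate-corrected calcium signal, over three deviations above library mean, with baseline fluorescence within five deviations of library mean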;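 also: RGS4 expression induced by doxycycline in cells with stable M3 receptor; B-score is computed from the integrated fluorescence ratio over baseline after carbachol; higher B-score means a larger calcium signal and so more RGS4 inhibition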
# KCNK3 block: human KCNK3 channel inhibition, primary screen. O14649. CHO-KCNK3 thallium flux, FluxOR fluorescence; stronger effect = lower value. B-score at 10 µM. 340,000 compounds, 0.84% hits;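 active = B-score under library mean minus 4 SD, starting fluorescence ratio at most library mean plus 5 SD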;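 also: more negative B-score means stronger inhibition of thallium flux through KCNK3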
# KCNQ1 act: potentiates or activates the human KCNQ1 potassium channel | P51787 | CHO-K1 KCNQ1, thallium flux FluxOR fluorescence; stronger effect = higher value | B-score at 10 µM | 310,000 compounds, 0.35% hits;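 active = fluorescence ratio B-score, a plate-corrected score, at least three library SD, with initial intensity B-score within 5 SD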
#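 Assay system: CHO-K1 cells stably expressing KCNQ1. Medium: assay buffer for compound exposure, DMSO matched across wells. Timing: 37 °C overnight plating, 90-min dark dye load, 20-min compound pretreatment. Signal: kinetic FluxOR fluorescence, 10 s baseline plus 110 s post-stimulus.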
# * marks the source's active call; other numbers are inactive results; i = inactive; nt = not tested or not shown.
SMILES,TMEM16A inh,KCNK9 block,KCNQ1 inh,hERG protect,MrgX1 allo act,RGS4 act,MrgX1 ag,ANO1 activ,RGS4 inh,KCNK3 block,KCNQ1 act
COc1ccc(NC(=O)c2cccc(S(=O)(=O)N3CCN(C)CC3)c2)c(OC)c1,i,i,i,-7,i,i,i,i,i,i,i
CCC1Sc2ccc(S(=O)(=O)CCC(=O)NCc3ccco3)cc2NC1=O (stereo not drawn),i,i,i,-5,i,i,i,i,i,i,i
CCN1CCCC1Cn1cnc2c([nH]c3cccc(Cl)c32)c1=O (stereo not drawn),i,i,i,-7,i,i,i,-10*,i,i,i
COC(=O)COc1ccccc1C(N)=O,i,i,i,-16,i,i,i,i,i,i,i
CC(CN1CCN(Cc2ccccc2)CC1)c1ccccc1 (stereo not drawn),i,i,i,-4,i,i,i,i,i,i,i
C=CCn1c(NCCO)nc2c1c(=O)n(C)c(=O)n2C,i,i,i,-5,i,i,i,i,i,i,i
CCCCn1c(N)c(N(CC(C)C)C(=O)C2CCN(S(=O)(=O)c3ccc(OCC)cc3)CC2)c(=O)[nH]c1=O,i,i,i,-12,i,i,i,i,i,i,i
COc1ccc(-c2cc(=Nc3c(C)n(C)n(-c4ccccc4)c3=O)c3ccccc3o2)cc1,i,i,i,-12,i,i,i,i,i,i,i
Cc1sc(NC(=O)c2ccco2)c(C(c2cccnc2)N2CCN(c3ccc(F)cc3)CC2)c1C (stereo not drawn),i,-6.6*,8*,-12,i,i,i,i,i,-12*,i
CCc1ccccc1NC(=O)c1ccc(-n2c(C)ccc2C)cc1,i,-8.5*,i,-6,i,i,i,i,i,i,i
Cc1ccc(CSCC(=O)Nc2cc(S(=O)(=O)N3CCOCC3)ccc2OC(C)C)cc1,i,i,i,-15,i,i,i,i,i,i,i
Cc1cc(Br)ccc1SCC(=O)OCC(=O)Nc1ncc(C(F)(F)F)cc1Cl,i,i,i,-3,i,i,i,i,i,i,i

# 3 compounds from above, arranged by molar mass, smallest number first:
SMILES,TMEM16A inh,KCNK9 block,KCNQ1 inh,hERG protect,MrgX1 allo act,RGS4 act,MrgX1 ag,ANO1 activ,RGS4 inh,KCNK3 block,KCNQ1 act
CCN1CCCC1Cn1cnc2c([nH]c3cccc(Cl)c32)c1=O (stereo not drawn),i,i,i,-7,i,i,i,-10*,i,i,i
CCC1Sc2ccc(S(=O)(=O)CCC(=O)NCc3ccco3)cc2NC1=O (stereo not drawn),i,i,i,-5,i,i,i,i,i,i,i
CCCCn1c(N)c(N(CC(C)C)C(=O)C2CCN(S(=O)(=O)c3ccc(OCC)cc3)CC2)c(=O)[nH]c1=O,i,i,i,-12,i,i,i,i,i,i,i

# More records
SMILES,TMEM16A inh,KCNK9 block,KCNQ1 inh,hERG protect,MrgX1 allo act,RGS4 act,MrgX1 ag,ANO1 activ,RGS4 inh,KCNK3 block,KCNQ1 act
COCCNC(=O)C(=O)N/N=C(\C)CC(=O)Nc1ccc(Cl)cc1Cl,i,i,i,-5,i,i,i,i,i,i,i
CCc1ccccc1NC(=O)COc1ccc(N2CC(C(N)=O)CC2=O)cc1 (stereo not drawn),i,i,i,-4,i,i,i,i,i,i,i
O=C(Cn1c(-c2ccccc2)c[n+]2ccsc12)c1ccc(Br)cc1,i,i,i,-2,i,-8.1*,i,i,i,i,i
Cc1ccc2c(c1)c1c(n2CC(O)Cn2c(C)nc3ccccc32)C(=O)CCC1 (stereo not drawn),i,i,i,-3,i,i,i,i,i,i,i
Cc1ccc(NC(=O)CCN2C(=O)CSC2=O)c(C)c1,i,i,i,-4,i,i,i,i,i,i,i
CCOC(=O)c1ccc(CNC(=O)Cn2nnc(-c3ccc(C)cc3)n2)o1,i,i,i,-11,i,i,i,i,i,i,i
Nn1c(=S)[nH]nc(Cc2ccc(O)cc2)c1=O,i,i,i,-8,i,i,i,i,i,i,i
Cc1ccc(C(CNC(=O)c2ccc(Br)o2)N2CCN(C)CC2)cc1 (stereo not drawn),i,i,i,-9,i,i,i,i,i,i,i
COC(=O)CCN(C1CCCCC1)S(=O)(=O)c1ccc(S(=O)(=O)NC2CCCCC2)cc1,i,i,i,-13,i,i,i,i,i,i,i
CCCCn1c(N)c(N(CC(C)C)C(=O)c2cccc(OCc3ccccc3)c2)c(=O)[nH]c1=O,i,i,i,-11,i,i,i,i,i,i,i
C=CCn1c(O)c(C2=c3ccccc3=NC2=O)c2ccccc21,i,i,i,-11,i,i,i,i,5.6*,i,i
O=C(/C=C/c1ccc(Cl)c(Cl)c1)n1cccn1,i,i,i,1,i,i,i,i,i,i,i
CCC(CC)NCc1ccc(OC)cc1OC,i,i,i,-3,i,i,i,i,i,i,i
O=[N+]([O-])c1cc(S(=O)(=O)NCCCN2CCOCC2)ccc1Cl,i,i,i,-10,i,i,i,i,i,i,i
OCCSc1nc(N2CCOCC2)nc(N2CCOCC2)n1,i,i,i,-9,i,i,i,i,i,i,i
COc1ccc(-c2csc(-c3cccs3)n2)cc1OC,i,i,i,-11,i,i,i,i,i,i,i
COc1ccc(F)cc1C(=O)C1CCCN(Cc2cccn2-c2cccnc2)C1 (stereo not drawn),i,i,i,-12,i,i,i,i,i,i,i
C/C(=N\NC(=O)Cc1csc(N2CCOCC2)n1)c1ccc(Cl)c(Cl)c1,i,i,i,0,i,i,i,i,i,i,i
CCOCCn1c(N2CCN(c3ccc(OC)cc3)CC2)nc2c1c(=O)[nH]c(=O)n2C,i,i,i,-4,i,i,i,i,i,i,i
Cc1cc(=O)[nH]c2c1c(C)nn2C1CCCCC1,i,i,i,-5,i,i,i,i,i,i,i
CCCC(C(=O)NC(C)(C)C)N(Cc1ccccc1Cl)C(=O)c1snc(C(N)=O)c1N (stereo not drawn),i,i,7*,-12,i,i,i,i,i,i,i
COc1ccccc1CNC(=O)C1CCN(S(=O)(=O)N2CCCCC2)CC1,i,i,i,-7,i,i,i,i,i,i,i
Cc1cccc(C)c1NC(=O)CNC(=O)Cc1c[nH]c2ccccc12,i,i,i,-6,i,i,i,i,i,i,i
CCc1c(C(=O)NCc2cnn(C)c2)csc1C,i,i,i,-3,i,i,i,i,i,i,i
COc1cccc(/C(O)=C2\C(=O)C(=O)N(c3ccccn3)C2c2cccc(OC)c2OC)c1 (stereo not drawn),i,i,i,-16,i,i,i,i,i,i,i
C=CCNC(=O)c1ccc(C)c(Br)c1,i,i,i,-5,i,i,i,i,i,i,i
COc1ccc(NC(=S)N2CCC(C(O)(c3ccccc3)c3ccccc3)CC2)cc1,i,i,i,-3,i,i,i,i,i,i,i
COc1cc(CSC)nc(-c2ccccc2)n1,i,i,i,-6,i,i,i,i,i,i,i
O=C(CNC(=O)c1ccccc1)OCc1ccc([N+](=O)[O-])cc1,i,i,i,-7,i,i,i,i,i,i,i
Cn1ncc(Br)c1N1C(=O)CCC1=O,i,i,i,-7,i,i,i,i,i,i,i
CCOC(=O)c1nsnc1NCCSC(=N)N,i,i,i,-13,i,i,i,i,i,i,i
COc1cc2c(cc1OC)-c1cc(Nc3ccc(C(=O)O)cc3)nc(=O)n1CC2,i,i,i,-2,i,i,i,i,i,i,i
NNC(=O)c1cc(-c2cccs2)nc2ccccc12,i,i,i,-10,i,i,i,i,i,i,i
O=C(NCCCN1CCCCC1)c1ccc(CS(=O)c2ccc(F)cc2)o1 (stereo not drawn),i,i,i,-7,i,i,i,i,i,i,i
Cc1cc(C)cc(OCCNC(=O)c2cc(S(=O)(=O)N3CCOCC3)ccc2F)c1,i,i,i,-9,i,i,i,i,i,i,i
Cc1ccccc1NC(=O)Cn1nnc(C(=O)NCc2ccco2)c1N,i,i,i,-6,i,i,i,i,i,i,i
COCCNC(=O)COC(=O)c1cc(-c2ccc(OC)cc2)nc2ccccc12,i,i,i,-18,i,i,i,i,i,i,i
CC1CCN(c2nc(-c3ccccc3)cc(C(F)(F)F)n2)CC1,i,i,i,-15,i,i,i,i,i,i,i
COc1ccc(CCNC(=O)C23CCC(C)(C(=O)C2Br)C3(C)C)cc1OC (stereo not drawn),i,i,i,-10,i,i,i,i,i,i,i
COc1ccc2c(C)cc(SCC(=O)N3CCOCC3)nc2c1,i,i,i,-12,i,i,i,i,i,i,i
Cc1cc(NC(=O)c2ccccc2F)cc(C)c1OCC(=O)N1CCOCC1,i,i,i,-15,i,i,i,i,i,i,i
COc1ccc(S(=O)(=O)N2CCN(c3c(C)cccc3C)CC2)cc1OC,i,i,8*,-11,i,i,i,i,i,i,i
CCOC(=O)c1ccc(N=C2NC(=O)CS2)cc1,i,i,i,-18,i,i,i,i,i,i,i
COc1ccccc1-c1coc2cc(OC(=O)N3CCOCC3)ccc2c1=O,i,i,i,-3,i,i,i,i,i,i,i
CC1=C(C(=O)N2CCN(C(=O)c3ccco3)CC2)C2(CCC(C)CC2)OC1=O (stereo not drawn),i,i,i,-9,i,i,i,i,i,i,i
Cc1c(C=C2C(=O)c3ccccc3C2=O)cc(C#N)n1C,i,i,i,-18,i,i,i,nt,i,nt,i
COc1ccccc1C(=O)CSc1ccccn1,i,i,i,-7,i,i,i,i,i,i,i
CC(C)NC(=O)c1ccc(-c2ccc(Cl)c(C(F)(F)F)c2)o1,i,i,i,-12,i,i,i,i,i,i,i
COc1ccc(OCCn2cnc3ccccc32)cc1,i,i,i,0,i,i,i,i,i,i,i
S=c1[nH]nc(-c2ccccc2)n1/N=C/c1cccc(Cl)c1,i,i,i,-3,i,i,i,i,i,i,i
CCOc1ccc(N2C(N)=NC(N)=NC2(C)C)cc1,i,i,i,-8,i,i,i,i,i,i,i
O=C(CCO)c1ccc(O)cc1,i,i,i,-6,i,i,i,i,i,i,i
Clc1ccccc1-c1cc(COc2ccc3ccccc3c2)no1,i,i,i,-5,i,i,i,i,i,i,i
Cn1cccc1Cc1nnc(SCC(=O)NCc2ccco2)n1-c1ccc(F)cc1,i,i,i,-12,i,i,i,i,i,i,i
Cc1cc(C(=O)O)ccc1NCc1ccncc1,i,i,i,-12,i,i,i,i,i,i,i
COCCNC(=O)CCSCc1ccccc1F,i,i,i,2,i,i,i,i,i,i,i

# Assay outcomes: PubChem BioAssay, Johns Hopkins Ion Channel Center
